# NPY1 pot ag – human NPY-Y1 potentiation or agonism, primary screen; P25929; activation, % at 3.6 µM; NPY-Y1 expressing cells, potentiator/agonist activation; AID 1304; actives 0.37% (n = 220,000); in the data active = activation above about 33%, passing the limit was not always enough;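 note: cells stimulated with NPY at EC10 then isoproterenol at EC100; 0% = low agonist plus stimulus and 100% = saturating agonist plus stimulus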
# Target sequence (P25929 whole entry, looked up): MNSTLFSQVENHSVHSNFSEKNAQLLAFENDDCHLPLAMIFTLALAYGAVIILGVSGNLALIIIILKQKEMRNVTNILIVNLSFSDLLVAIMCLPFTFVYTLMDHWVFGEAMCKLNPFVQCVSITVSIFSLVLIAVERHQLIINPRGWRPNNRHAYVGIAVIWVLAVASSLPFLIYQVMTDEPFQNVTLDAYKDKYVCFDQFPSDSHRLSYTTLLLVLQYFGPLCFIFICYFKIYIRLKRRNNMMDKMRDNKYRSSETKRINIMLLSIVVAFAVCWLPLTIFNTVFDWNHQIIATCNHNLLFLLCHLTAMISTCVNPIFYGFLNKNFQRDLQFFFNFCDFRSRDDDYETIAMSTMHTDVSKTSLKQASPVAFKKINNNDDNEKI
# S1P4 agonist – human S1P4 receptor agonism; O95977; S1P4-expressing cell line, agonist reporter assay; activation, % at 4.98 µM; actives 0.35% (n = 220,000); in the data active = activation above about 11%;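 note: 0% = DMSO vehicle and 100% = reference agonist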
# PGE2 EP2 inh – inhibitors of human EP2 prostaglandin E2 receptor; P43116; C6 glioma cells expressing human EP2, cAMP TR-FRET; cells stimulated with saturating PGE2; inhibition, % at 25 µM; actives 0.52% (n = 260,000);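 active = percent inhibition above 40 after rounding to a whole number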;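 note: rat C6 glioma host cells with rolipram phosphodiesterase inhibitor present; the protocol text gives 20 µM as final concentration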
# Target sequence (P43116 whole entry, looked up): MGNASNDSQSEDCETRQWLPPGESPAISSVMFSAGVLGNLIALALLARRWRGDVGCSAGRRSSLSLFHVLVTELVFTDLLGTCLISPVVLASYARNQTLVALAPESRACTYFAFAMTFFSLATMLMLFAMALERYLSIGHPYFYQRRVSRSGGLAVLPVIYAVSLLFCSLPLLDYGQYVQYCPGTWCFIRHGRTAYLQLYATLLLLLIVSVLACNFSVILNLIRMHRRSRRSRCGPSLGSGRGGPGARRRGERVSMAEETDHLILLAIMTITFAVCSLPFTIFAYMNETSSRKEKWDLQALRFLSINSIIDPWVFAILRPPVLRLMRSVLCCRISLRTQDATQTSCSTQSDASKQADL
# NPY Y1 blocker – antagonists of human neuropeptide Y receptor Y1. actives 1% (n = 200,000). inhibition, % at 3.6 µM. HEK293-CNG Y1 cells, membrane potential fluorescence; NPY at EC95, then isoproterenol. AID 1040;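 active = inhibition above the campaign mean inhibition of all tested compounds plus 3 SD, cut at about 20% in these data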;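 note: 0% = DMSO wells given NPY plus isoproterenol and 100% = isoproterenol alone without NPY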
#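 Test system – HEK293 Y1/CNG channel cell line · Also added – NPY agonist 25 nM, then isoproterenol 1 µM plus Ro 20-1724 25 µM · Compound dosing – one concentration, 3.6 µM, in 0.4% DMSO · Schedule – compound incubation 1 h at room temperature, readout 45 min post-stimulation · Technique – fluorescence, membrane potential probe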
# NPY2 pot ag – potentiators or agonists of human neuropeptide Y receptor Y2 | P49146 | cells expressing NPY-Y2, potentiator/agonist read-out | activation, % at 3.6 µM | actives 0.45% (n = 220,000); in the data active = activation above about 27%;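 note: cells stimulated with NPY near EC25 plus isoproterenol at EC100; 0% = vehicle plus submaximal agonist and 100% = vehicle plus saturating agonist; some results beyond the cut were filed as inactive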
# Target sequence (P49146 whole entry, looked up): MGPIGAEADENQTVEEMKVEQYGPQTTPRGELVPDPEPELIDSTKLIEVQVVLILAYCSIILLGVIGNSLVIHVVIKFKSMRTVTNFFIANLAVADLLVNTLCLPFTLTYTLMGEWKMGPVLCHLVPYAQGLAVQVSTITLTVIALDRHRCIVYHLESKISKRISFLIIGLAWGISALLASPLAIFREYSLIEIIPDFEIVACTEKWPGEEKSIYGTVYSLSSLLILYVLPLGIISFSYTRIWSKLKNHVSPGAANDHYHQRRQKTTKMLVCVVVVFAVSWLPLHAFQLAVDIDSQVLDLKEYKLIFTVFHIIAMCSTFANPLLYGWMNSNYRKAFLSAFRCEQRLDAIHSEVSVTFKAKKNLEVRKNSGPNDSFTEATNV
# S1P4 antag – antagonists of human S1P4 receptor; inhibition, % at 4.98 µM; O95977; AID 1510; S1P4-expressing cells, antagonist mode, reporter read-out; actives 0.26% (n = 220,000); in the data active = inhibition above about 29%;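 note: 0% = wells stimulated with agonist and 100% = vehicle wells without agonist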
# eIF4E 4G PPI – inhibitors of eIF4E and eIF4G interaction in translation initiation | AID 782 | P63073+Q04637 | actives 0.37% (n = 220,000) | inhibition, % at 21.7 µM | TR-FRET eIF4E-eIF4GI(517-606) binding, 2 h;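 active = inhibition above about 30%, limit read from the data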;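 note: 0% = full FRET control wells and 100% = background wells lacking eIF4GI fragment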
# p97 ATPase inh – blocks human p97 ATPase activity. AID 1481. recombinant p97 ATPase, Kinase-Glo ATP luminescence, 3 h. inhibition, % at 8 µM. actives 0.42% (n = 220,000). P55072; in the data active = inhibition above about 15%;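 note: 0% = DMSO vehicle and 100% = wells lacking enzyme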
# EP2 mod – modulators of human EP2 prostaglandin E2 receptor | AID 940 | actives 0.83% (n = 260,000) | P43116 | EP2-expressing cells, cAMP HTRF FRET, PGE2 co-stimulation | induction, % at 25 µM;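 active = compounds whose cAMP rise, as percent of the full-agonist control response, exceeds 60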;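 note: rat C6 glioma line stably carrying human EP2 under a CMV promoter; the protocol text gives 20 µM as final concentration; 100% = response of wells given 1 µM PGE2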
# Numbers without * were called inactive; . = no result given; & = joins results of further samples; [ ] = remark or other dose. Not all compounds are listed. The share of hits here may be higher or lower than overall.
SMILES,NPY1 pot ag,S1P4 agonist,PGE2 EP2 inh,NPY Y1 blocker,NPY2 pot ag,S1P4 antag,eIF4E 4G PPI,p97 ATPase inh,EP2 mod
Cc1ccc(-c2nn3c(C)nnc3s2)cc1N,-6,-1.4,8,4,3,1,8,4,19
CCC(=O)OCCNc1cc(Sc2nc3ccccc3[nH]2)c2nonc2c1[N+](=O)[O-],-21,1.3,8,-1,-2,36*,3,11,-4
CN1C(=O)c2ccccc2C(C(=O)NCCCN2CCCC2)C1c1c[nH]c2ccccc12 (stereo not given),51*,3.6,13,-11,4,-15,-5[fluorescence artefact?],6,15
CCOC(=O)c1cnc2c(C)c(-c3ccccc3)[nH]n2c1=O,6,-2.3,7,-4,-21,5,1,4,19
N#Cc1c(Cl)nsc1NC(=O)c1ccccc1,-16,-1.7,9,12,26,1,-2,-1,-37
Cc1nc(Sc2ccc(Br)cc2)c(C#N)c(C)c1[N+](=O)[O-],-23,-0.5,8,.,-21,28,5,0,33
COc1ccc(C2CC(=O)C(C=NCCCN3CCOCC3)=C(O)C2)cc1 (stereo not given),15,0.4,11,14,-4,8,-1,3,13
Cc1ccccc1Cn1c(=O)n(CCCC(=O)NCc2ccco2)c(=O)c2ccccc21,10,1.5,9,-1,-3,-13,-1,-4,9
NNC(=O)CCn1nnc2ccccc21,10,-0.8,11,.,-8,-15,3,6,-19
CCc1ccc2c(c1)C(c1ccc([N+](=O)[O-])cc1)=NNC(c1ccc(Br)cc1)=N2,-7,-0.1,7,5,11,-2,-3,-1,12
O=C(Cc1ccc(Cl)cc1)Nc1ccc(NC(=O)c2ccccc2)cc1,22,0.6,5,11,10,-7,-2,8,14
N#CCCn1c(SCC(=O)Nc2ccc(N3CCOCC3)cc2)nc2ccccc21,0,0.5,4,-3,1,-22,-1,4,-18
Oc1ccc(Cl)cc1/C=C/c1ccc2cccc(O)c2n1,15,2.7,6,-10,2,6,4,31*,-56
c1ccc(C2=Nc3ccccc3SC2c2nc3ccccc3[nH]2)cc1 (stereo not given),1,-0.3,3,5,2,-13,-10[fluorescence artefact?],1,-5
O=C(NNS(=O)(=O)c1ccc2ccccc2c1)c1cccs1,-42,-1.1,9,11,-28,-20,5,10,-15
COc1cccc2c(=O)n(CC(=O)N3CCN(c4ccccc4)CC3)ccc12,1,-0.7,8,-2,8,-15,1,0,8
C[C@H](NC(=O)c1ccccc1Cl)C(=O)OCCOc1ccc(Cl)cc1,4,-0.5,14,.,4,-12,1,-4,-32
CC(=O)Nc1ccc(S(=O)(=O)N2CCC(C(=O)O)CC2)cc1,10,1.6,6,-4,13,6,-2,3,-1
CCCS(=O)(=O)N1CCCC(C(=O)NCCCN(C)Cc2ccccc2)C1 (stereo not given),-8,0.8,15,8,-10,-2,.,8,.
COc1cccc(OC)c1OCCOc1ccccc1OC(C)C,-4,0.8,8,2,5,-7,-3,1,7
CCOc1ccc(-n2nc3c(=O)n(CCN4CCCCC4)nc(C)c3c2C)cc1,-45,0.0,16,0,-5,4,5,-1,29
COc1ccc(OCCCC(=O)Nc2cccc(C(C)=O)c2)cc1,-16,-1.7,51*,5,2,2,-2,-1,-6
O=C(CSc1cccc[n+]1[O-])NCC1CCCCC1,0,-0.3,8,3,4,-6,1,-10,8
CCOC(=O)c1c(-c2ccc(C)o2)csc1NC(=O)CSc1nnnn1-c1ccccc1,-41,0.4,9,6,-23,8,-20,-2,26
O=C(NCCN1CCOCC1)c1ccncc1,11,-0.8,5,-4,3,-9,-3,6,-4
COc1ccc(/C=C/C(=O)Nc2sc3c(c2C(=O)NCc2cccnc2)CCCC3)cc1,5,0.0,2,-2,9,-4,2,2,22
COc1ccc(Cn2c(=O)[nH]c3cc(C(=O)NCCCOC(C)C)ccc3c2=O)cc1,4,-0.2,6,2,21,2,-3,4,9
Cn1c(CNC(=O)Nc2ccccc2Cl)nnc1SCc1ccccc1,-22,-1.1,9,-1,0,6,-4[fluorescence artefact?],-2,18
O=C(COc1ccc(-n2cnnn2)cc1)N1CCN(c2ccc(F)cc2)CC1,3,0.3,13,3,6,0,-11,1,-15
COC(=O)N/N=C(\C)c1ccccc1Br,15,0.0,9,-2,4,-1,6,6,27

# Quoted at random: 3 compounds from above
SMILES,NPY1 pot ag,S1P4 agonist,PGE2 EP2 inh,NPY Y1 blocker,NPY2 pot ag,S1P4 antag,eIF4E 4G PPI,p97 ATPase inh,EP2 mod
Cn1c(CNC(=O)Nc2ccccc2Cl)nnc1SCc1ccccc1,-22,-1.1,9,-1,0,6,-4[fluorescence artefact?],-2,18
COc1ccc(/C=C/C(=O)Nc2sc3c(c2C(=O)NCc2cccnc2)CCCC3)cc1,5,0.0,2,-2,9,-4,2,2,22
COC(=O)N/N=C(\C)c1ccccc1Br,15,0.0,9,-2,4,-1,6,6,27

# Next part
SMILES,NPY1 pot ag,S1P4 agonist,PGE2 EP2 inh,NPY Y1 blocker,NPY2 pot ag,S1P4 antag,eIF4E 4G PPI,p97 ATPase inh,EP2 mod
CCOC(=O)c1oc2ccccc2c1CSc1nnc(-c2ccco2)o1,-7,-0.3,0,12,-3,-3,0,5,44
O=C(Cn1c(CN2CCCCC2)nc2ccccc2c1=O)NC1CCCCC1,-26,0.8,-1,5,0,-1,2[fluorescence artefact?],-3,-5
O=C(COC(=O)CCc1ccc(S(=O)(=O)N2CCOCC2)cc1)NC(=O)NC1CCCCC1,-1,0.7,6,6,11,6,-3,0,-12
CC(C)NC(=O)NC(=O)COC(=O)c1ccc(F)cc1F,9,-0.3,9,2,0,-5,2,0,12
Cc1cc(NC(=O)CSc2nncn2N)no1,-11,-0.1,5,-1,8,15,-3,0,17
Cc1ccc(CN2CCN(/N=C/c3cc(Br)cc(Br)c3O)CC2)cc1,5,0.1,15,7,-8,-10,6,6,0
O=C(CN(c1ccc(F)cc1)S(=O)(=O)c1ccc2c(c1)OCCO2)NCc1ccncc1,-3,1.8,6,2,-8,-4,5,3,5
Cc1cc(C)c2ccc(/C=N/O)nc2c1O,11,1.1,9,.,-22,6,-1,-2,58
COc1cc(C(=O)NNc2nc3cc4c(cc3s2)OCO4)cc(OC)c1OC,-39,6.9,12,5,-8,-11,1[fluorescence artefact?],7,-31
CCOC(=O)C1C(=O)C=C(N2CCOCC2)CC1c1cccc(OC)c1 (stereo not given),-7,-0.6,9,-2,-4,-17,1,-1,17

# Some of the entries so far, tab-delimited.
smiles	NPY1 pot ag	S1P4 agonist	PGE2 EP2 inh	NPY Y1 blocker	NPY2 pot ag	S1P4 antag	eIF4E 4G PPI	p97 ATPase inh	EP2 mod
CC(C)NC(=O)NC(=O)COC(=O)c1ccc(F)cc1F	9	-0.3	9	2	0	-5	2	0	12
Cc1cc(NC(=O)CSc2nncn2N)no1	-11	-0.1	5	-1	8	15	-3	0	17
Cc1ccc(CN2CCN(/N=C/c3cc(Br)cc(Br)c3O)CC2)cc1	5	0.1	15	7	-8	-10	6	6	0

# Next part
SMILES,NPY1 pot ag,S1P4 agonist,PGE2 EP2 inh,NPY Y1 blocker,NPY2 pot ag,S1P4 antag,eIF4E 4G PPI,p97 ATPase inh,EP2 mod
O=C(c1ccc(Cl)cc1)c1ccccc1C(=O)N1CCOCC1,-4,0.5,12,-7,-2,-10,3,2,-4
Cc1ccc(-c2nnnn2CS(=O)(=O)c2ccccc2)cc1,15,-3.7,8,-4,9,9,-1[fluorescence artefact?],2,-3
COc1ccc(OCCOCC(O)CN2CCOCC2)cc1 (stereo not given),17,-0.7,-1,-6,0,-2,-7,12,1
COc1cc(/C=N/NC(=O)C2CCN(CC(O)COCc3ccccc3)CC2)ccc1O (stereo not given),4,0.0,9,4,3,-13,3,2,-20
COc1ccc(N(C(=O)C2CCCCC2)S(=O)(=O)c2cccc3cccnc23)cc1,-2,-1.5,6,31*,-7,14,1,-1,21
CCOC(=O)CC(=O)NC1(Cc2ccc(O)cc2)CCCCC1,-10,-1.3,10,-3,-7,4,1,2,16
CN1CCN(c2nc(-c3ccccc3)nc(-c3ccc(F)cc3)c2C#N)CC1,-10,2.2,10,-1,2,-3,-1,-2,0
COc1cc(C)c2c(c1C=O)Oc1c(c(C)c(O)c3c1C(O)OC3=O)OC2=O (stereo not given),-9,1.5,7&23,-1,-22,7,3,5,28&-7
CCCCC1CC(CSC(=N)N)OC1=O (stereo not given),-7,-1.5,11,3,-6,-3,-1,1,-2
c1ccc(C(c2ccccn2)c2ccccn2)cc1,17,-3.3,8,-3,8,-1,-6[fluorescence artefact?],4,6
O=C(COC(=O)c1cccc(Oc2ccccc2)c1)NCc1ccco1,-8,-2.0,11,4,-19,-11,-5,2,45
CCOC(=O)c1cc(-c2cccnc2)nn1-c1ccccn1,-2,1.8,15,-4,-11,-1,-6,1,30
CC(=O)N(c1nc(CCl)cs1)c1cccc(C)c1C,9,0.8,9,1,-6,-15,1,10,46
CC#CCCCC(=O)Nc1ccccc1C(=O)O,-6,1.3,3,5,-12,-2,-12,5,-1
O=C(/C=C/c1ccco1)N/C(=C\c1ccccc1)C(=O)NCCc1nc2ccccc2[nH]1,-29,-1.2,10,-2,0,7,6[fluorescence artefact?],0,-8
C=CCNc1nc(Nc2ccc([N+](=O)[O-])cc2)nc(N2CCCC2)n1,16,-0.6,6,5,-6,-5,-1,2,4
CN(CC(O)COC(c1ccccc1)c1ccccc1)C1CCCCC1 (stereo not given),-14,1.3,7,16,-13,3,-2,-2,-31
Cc1ccc(N2C(=O)c3cccc([N+](=O)[O-])c3C2=O)cc1C,15,-0.6,8,-1,-8,24,2,3,-29
CCNS(=O)(=O)c1ccc(C(=O)Nc2ccccc2)cc1,-10,-3.1,4,-3,3,6,4[fluorescence artefact?],3,-5
Nc1nnc(CC(=O)N/N=C\c2cc([N+](=O)[O-])ccc2O)s1,-12,-0.3,9,-4,-19,5,0,2,0
CCOC(=O)C1CCCN(S(=O)(=O)c2cccc3cccnc23)C1 (stereo not given),-3,0.4,8,-3,3,9,2,-7,-6
CCOC(=O)C1(CCc2ccccc2)CCN(C(=O)CCc2cnccn2)CC1,-2,0.5,3,0,2,0,-1,1,-11
CCC(=O)NCCNc1nc2cc(C)cc(C)c2cc1C#N,18,1.8,16&9,2,6,-2,-2,2,-1&-17
COCCN(CC(=O)NC1CCCCC1)C(=O)CSc1nc2ccccc2o1,-4,0.6,9,4,-11,3,-2,0,2
c1coc(CNc2c3c(nc4ncnn24)CCCC3)c1,-7,0.6,4,-2,2,-4,11,3,-3
Cc1nn(Cc2ccc(Cl)c(Cl)c2)c(C)c1NC(=O)c1sc2ccccc2c1Cl,-6,-1.6,29,-2,-7,2,-2[fluorescence artefact?],-3,-16
COc1cc(OC)c(NC(=S)NCc2ccccc2)cc1Cl,9,3.1,6,0,-7,-6,-1,4,-38
Cc1ccc(-n2c(C)nn(Cc3ccc([N+](=O)[O-])cc3)c2=O)cc1,23,1.7,7,0,-3,-10,-3,1,10
CCc1ccc(NC(=O)CSc2nnc(Cc3cccn3C)n2-c2ccc(OC)cc2)cc1,-13,-3.9,6,-2,0,-3,1,-4,12
COc1ccccc1C(=O)NNC(=O)C(=O)NCc1ccccc1,-3,-1.8,5,5,-8,-4,1,4,27
O=C(Nc1cccc2c1C(=O)NC2=O)c1cccc(N2C(=O)CCC2=O)c1,-12,0.6,4,4,-22,-6,6,1,14
COc1ccc([N+](=O)[O-])cc1NC(=O)C(C)OC(=O)c1cccnc1Cl (stereo not given),-9,2.0,10,5,-8,-10,0,0,-21
CCOC(=O)Cc1csc(NC(NC(=O)OCC)(C(F)(F)F)C(F)(F)F)n1,21,4.5,9,2,7,-11,5,1,5
O=c1cc(CN2CCN(c3ccccc3F)CC2)c2cc3c(cc2o1)CCCC3,-21,1.6,2,4,3,-6,1[fluorescence artefact?],0,38

# Source: PubChem
